# PPARg SRC3 recr = agonists of human PPARgamma SRC-3 coactivator recruitment; actives 0.26% (n = 200,000); AID 731; activation, % at 8 µM; biochemical PPARgamma/SRC-3 coactivator recruitment assay; P37231; in the data active means activation above about 23%;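 further: 0% = DMSO and 100% = reference agonist; some compounds past the cut are filed as inactive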
# Target sequence (P37231 whole entry, looked up): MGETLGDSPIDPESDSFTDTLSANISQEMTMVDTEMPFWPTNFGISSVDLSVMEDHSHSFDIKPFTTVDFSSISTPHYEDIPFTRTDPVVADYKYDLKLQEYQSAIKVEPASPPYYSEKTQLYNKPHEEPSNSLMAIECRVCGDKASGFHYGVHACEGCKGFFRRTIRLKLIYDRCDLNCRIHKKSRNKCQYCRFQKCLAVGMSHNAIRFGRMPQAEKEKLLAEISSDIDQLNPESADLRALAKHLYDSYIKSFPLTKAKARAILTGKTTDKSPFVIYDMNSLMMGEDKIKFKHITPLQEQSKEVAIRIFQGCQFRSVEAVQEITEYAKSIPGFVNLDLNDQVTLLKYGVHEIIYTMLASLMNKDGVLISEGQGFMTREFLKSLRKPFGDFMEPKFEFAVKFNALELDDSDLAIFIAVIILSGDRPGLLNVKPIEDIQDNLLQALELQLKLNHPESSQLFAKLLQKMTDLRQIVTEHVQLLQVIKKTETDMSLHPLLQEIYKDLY
# PMI act = increases human mannose-6-phosphate isomerase activity; P34949; purified human PMI, coupled resazurin fluorescence, 20 min; hits give high values; 1 = vehicle control, 0 substrate-free wells; activation factor at 20 µM; actives 0.005% (n = 190,000);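 active means activation factor of 2 or more at 20 µM, relative to plate controls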
# Diaphorase act = counter-screen for diaphorase-based assays: diaphorase activators and chemical reducers. AID 1229. actives 0.005% (n = 190,000). activation factor at 20 µM. Diaphorase/resazurin coupled assay, resorufin fluorescence, 16 min; hits give high values; 1 = vehicle wells, 0 = NADH-free wells;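 active means diaphorase activity raised at least twofold by the compound at 20 µM; inactive means activation factor below 2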
#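 Measured by – red resorufin fluorescence at 544/590 nm excitation/emission · Test system – Clostridium kluyveri diaphorase, purified enzyme · Incubation – reaction time 16 min, room temperature · Buffer or medium – 50 mM HEPES pH 7.4 with 4.542 mM MgCl2, 0.005% Tween 20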
# ROMK mod = modulates human ROMK potassium channel activity; actives 2% (n = 130,000); Tet-inducible ROMK, thallium flux fluorescence; actives lie on both sides; P48048; B-score at 10 µM;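 active means signal ratio slope over the read window, or its plate-corrected B-score, at least 3 SD from the plate mean, either direction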;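 further: B-score of the F/F0 ratio slope over 7 to 12 s after thallium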
# Target sequence (P48048 whole entry, looked up): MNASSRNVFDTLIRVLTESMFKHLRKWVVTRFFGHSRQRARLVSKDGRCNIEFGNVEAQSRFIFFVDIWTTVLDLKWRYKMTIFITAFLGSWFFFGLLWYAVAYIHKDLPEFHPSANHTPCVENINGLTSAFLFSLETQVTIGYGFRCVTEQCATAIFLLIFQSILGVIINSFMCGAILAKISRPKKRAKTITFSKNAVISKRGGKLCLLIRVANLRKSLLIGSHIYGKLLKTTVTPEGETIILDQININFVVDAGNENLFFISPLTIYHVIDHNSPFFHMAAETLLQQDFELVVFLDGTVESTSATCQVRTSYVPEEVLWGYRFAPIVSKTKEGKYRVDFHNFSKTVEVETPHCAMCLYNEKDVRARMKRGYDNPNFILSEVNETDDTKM
# TR-FRET SRC-2 ct = TR-FRET artefact, counter-screen to PPARgamma/SRC-2 agonist assay; TR-FRET ratio at 8 µM; actives 0.4% (n = 200,000); hits give high values; AID 1049; in the data active means TR-FRET ratio above about 2000; further: inactives centre near 1500
# G6PDH counter = inhibits Leuconostoc G6PDH, flagging false hits in G6PDH-based assays; Purified L. mesenteroides G6PDH, diaphorase/resazurin coupled fluorescence, 45 min; inhibition, % at 5 µM; actives 0.12% (n = 200,000); AID 1020; in the data active means inhibition above about 50%
# PPARg SRC2 recr = promotes SRC-2 coactivator recruitment by human PPARgamma. P37231. PPARgamma LBD-SRC-2 recruitment, biochemical. activation, % at 8 µM. actives 0.34% (n = 200,000); in the data active means activation above about 22%;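 further: 0% = vehicle and 100% = reference agonist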
# S1P3 antag = S1P3 (human) receptor antagonism; actives 0.27% (n = 170,000); CHO S1P3 NFAT-BLA reporter, FRET fluorescence, antagonist mode; inhibition, % at 4.98 µM; Q99500;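 active means inhibition above the plate cutoff, the mean inhibition of test wells on that plate plus 3 SD, cut at about 28% in these data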;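 further: cells challenged with S1P at its EC80 of 0.8 µM; blue over green emission ratio from cleaved BLA substrate after 4 h stimulation; 0% = S1P-stimulated wells and 100% = unstimulated DMSO-only wells; some compounds past the cut are filed as inactive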
# PMI act hi M6P = increases human PMI activity with near-saturating mannose 6-phosphate | P34949 | coupled PMI enzyme assay, resazurin fluorescence, 20 min; hits give high values; 1 = untreated enzyme, 0 = substrate-free blank | activation factor at 20 µM | actives 0.34% (n = 190,000);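 active means activation factor of 2 or more at 20 µM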
#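 Test system: Human PMI in coupled enzyme assay | Input: 15 ng/mL PMI | Medium: HEPES-buffered pH 7.4 with magnesium and detergent | Compound: One concentration, 20 µM, in 1% DMSO | Incubation: Enzyme reaction with compound 20 min at room temperature | Detection: Diaphorase-driven resazurin-to-resorufin fluorescence, excitation 544, emission 590 nm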
# Diaph inh CS = counter-screen for diaphorase-based assays: diaphorase inhibitors and chemical oxidizers. diaphorase resazurin-to-resorufin fluorescence, NADH, 16 min; bacterial (C. kluyveri) enzyme, not human. inhibition, % at 20 µM. actives 0.69% (n = 190,000). AID 1217;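 active means primary screen inhibition at 20 µM above a set limit, cut at about 50% in these data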;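 further: plate controls were DMSO with full reaction for no effect and wells lacking NADH for full effect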
#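 System: Diaphorase enzyme from Clostridium kluyveri | Amount: Enzyme working solution with 0.14 U/mL diaphorase | Benchmarks: No-NADH positive control and DMSO neutral control | Signal: Fluorescence of resorufin formed from resazurin, Ex 544/Em 590 nm | Schedule: 16-min room-temperature incubation before reading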
# PPARg SRC-1 ag = PPARgamma-driven SRC-1 recruitment agonism; P37231; PPARgamma-SRC-1 coactivator recruitment biochemical assay; activation, % at 8 µM; actives 0.41% (n = 200,000); AID 631; in the data active means activation above about 19%;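 further: 0% = DMSO and 100% = reference agonist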
# * marks the source's active call; other numbers are inactive results; . = not tested or not shown. Hits appear at their usual frequency; about 3.3% have a hit in one of these screens.
SMILES,PPARg SRC3 recr,PMI act,Diaphorase act,ROMK mod,TR-FRET SRC-2 ct,G6PDH counter,PPARg SRC2 recr,S1P3 antag,PMI act hi M6P,Diaph inh CS,PPARg SRC-1 ag
COc1ccc(NC(=O)CCN2CCCCCC2)c(OC)c1,-1,1,0.8,-0.048,1564,3,0,17,0.7,17,4
CC(=O)Nc1ccccc1OCC(=O)NC(C)c1ccc(F)cc1 (stereo not given),-1,0.9,1,.,1408,0,10,-5,1,2,8
CCS(=O)(=O)Nc1ccc(C2=NN(C(=S)Nc3ccccc3)C(c3ccco3)C2)cc1 (stereo not given),2,0.9,0.7,.,1573,-4,-2,7,0.8,27,7
O=C(NCc1ccccc1)c1ccccc1OCC(=O)N1CCCCC1,14,1,0.9,0.85,1752,-1,13,.,1,6,1
CCOc1cccc(/C(O)=C2/C(=O)C(=O)N(CCN3CCOCC3)C2c2cccnc2)c1 (stereo not given),2,1.4,0.8,.,1497,4,1,.,1.5,18,2
CC1(C)N=C(/C=N/O)C=[N+]1[O-],-1,0.9,0.9,.,1400,-2,-4,-32,0.9,6,-6
c1ccc(-c2cnc(-c3ccccc3)nc2)cc1,-2,1,0.9,.,1480,18,10,.,1,8,3
Cc1noc(C)c1S(=O)(=O)N1CCC(C(=O)N2CCC(N3CCCCC3)CC2)CC1,.,1,0.9,.,.,17,.,-34,1,8,.
CCN(CC)S(=O)(=O)c1cc(C(=O)Oc2cccc(-c3cnc4ccccc4n3)c2)ccc1OC,3,0.8,0.8,-0.47,1557,-26,6,4,0.8,16,-3
Cc1cccc(NC(=O)Cn2nnc(-c3cccs3)n2)c1C,-1,1,0.9,1.8,1445,0,-6,-32,1,12,-1
CC(=O)c1c(C)[nH]c(C(=O)Nc2ccc(C)cn2)c1C,1,1.1,1,0.87,1568,1,-1,8,1.1,-2,1
Nc1cc(N)nc(SCC(=O)NCC2CCCO2)n1 (stereo not given),0,1,0.9,.,1391,-6,-3,-28,1.1,6,-5
CCOC(=O)N1CCN(c2ccc(F)cc2[N+](=O)[O-])CC1,0,1,0.8,0.022,1733,3,4,-3,0.9,15,5
CCOc1ccc(N(C(=O)CNC(=O)c2cccs2)C(C(=O)NCC2CCCO2)c2ccc(OC)c(OC)c2)cc1 (stereo not given),6,0.9,0.9,-0.077,1588,12,2,-11,0.9,6,1
O=[n+]1c2c(n([O-])c3ccccc31)CCC2,6,0.9,0.9,0.76,1773,-1,6,.,1,12,3
CC(NC(=O)c1ccc2nc[nH]c2c1)c1ccccc1 (stereo not given),1,1,0.8,-0.2,1505,8,-6,12,0.9,16,7
COc1ccc(O)c(C(=O)c2cc(C#N)c(=O)n(Cc3ccccc3)c2)c1,6,1,0.8,-0.49,1613,0,2,-6,1,18,11
O=c1oc2cc(OCc3c(F)cccc3Cl)ccc2cc1-c1ccccn1,0,.,.,0.4,1466,.,-1,.,.,.,0
CC1Cc2cc(/C(O)=C3\C(=O)C(=O)N(CCN(C)C)C3c3ccccc3F)ccc2O1 (stereo not given),3,0.9,0.8,.,1407,5,1,3,1.1,17,0
COc1ccc2cc(N=Cc3nc(-c4ccc(C)cc4)oc3O)cnc2c1,2,1.2,1,-0.38,1663,1,9,-1,1.1,0,12
O=C(O)CNc1ncccc1[N+](=O)[O-],2,0.9,0.8,-0.5,1780,9,6,1,0.9,17,8
COc1cc(OC)c(NC(=O)CCCn2c(=O)oc3ccccc32)cc1Cl,-2,0.9,0.8,0.092,1538,1,-2,7,1,16,3
Cc1cc(C)nc(NC(N)=NCCc2c[nH]c3ccccc23)n1,4,0.9,1,-1.2,1482,11,14,-5,1,2,2
CCOC(=O)N1CCN(S(=O)(=O)c2cc(Br)cnc2N)CC1,-6,1.1,0.9,.,1528,8,7,15,1,13,1
Fc1ccc(-c2c[nH]c(=S)n2Cc2ccccc2)cc1,-4,1,1,-1.1,1320,10,0,-14,1,4,-5

# An excerpt of these results, as tab-separated lines:
SMILES	PPARg SRC3 recr	PMI act	Diaphorase act	ROMK mod	TR-FRET SRC-2 ct	G6PDH counter	PPARg SRC2 recr	S1P3 antag	PMI act hi M6P	Diaph inh CS	PPARg SRC-1 ag
CCOC(=O)N1CCN(c2ccc(F)cc2[N+](=O)[O-])CC1	0	1	0.8	0.022	1733	3	4	-3	0.9	15	5
CCOc1ccc(N(C(=O)CNC(=O)c2cccs2)C(C(=O)NCC2CCCO2)c2ccc(OC)c(OC)c2)cc1 (stereo not given)	6	0.9	0.9	-0.077	1588	12	2	-11	0.9	6	1
O=[n+]1c2c(n([O-])c3ccccc31)CCC2	6	0.9	0.9	0.76	1773	-1	6	.	1	12	3
CC(NC(=O)c1ccc2nc[nH]c2c1)c1ccccc1 (stereo not given)	1	1	0.8	-0.2	1505	8	-6	12	0.9	16	7

# Later entries
SMILES,PPARg SRC3 recr,PMI act,Diaphorase act,ROMK mod,TR-FRET SRC-2 ct,G6PDH counter,PPARg SRC2 recr,S1P3 antag,PMI act hi M6P,Diaph inh CS,PPARg SRC-1 ag
COc1ccc(C(c2sc3nc(C)nn3c2O)N2CCN(Cc3ccccc3)CC2)cc1OC (stereo not given),4,1,0.9,.,1542,-10,-4,-1,0.9,5,6
CCc1ccc(-c2nc(CN3CCC(C(=O)NCc4ccccc4OC)CC3)c(C)o2)cc1,1,0.9,0.9,.,1456,4,2,2,0.9,5,-5
CCOc1ccc(Oc2nc(N(CC)CC)nc(N3CCOCC3)n2)nn1,-1,1.1,1.1,1,1518,6,-4,-5,1.1,-12,1
COc1cccc(CNC(=O)CSc2cc(=O)n(C)c3ccccc23)c1,21,1.1,1.1,0.013,2371*,3,23*,1,1.1,-8,42*
Cc1cc(C(=O)Nc2ccc(S(=O)(=O)Nc3nccs3)cc2)c(C)o1,6,0.9,0.9,.,1615,0,0,-14,0.9,12,3
Cc1cccc(OCCCC(=O)Nc2ccc(S(N)(=O)=O)cc2)c1,1,1,0.9,-0.58,1621,9,10,-1,0.9,8,8
Cn1c(=O)c2c(nc(N/N=C/c3ccco3)n2C)n(C)c1=O,1,1.1,1,0.0053,1686,21,6,-5,1,-3,3
COc1cccc(C(=O)N(Cc2nc(-c3ccc(C)cc3)no2)C(C)C)c1,4,0.8,0.8,-1.7,1656,4,10,-23,0.8,18,3
Cn1nc(OCc2ccccc2)ccc1=O,7,1,1,.,1498,6,6,-3,1,2,-1
O=C(NCc1n[nH]c(=S)n1-c1ccc(F)cc1)c1ccco1,-3,0.8,0.9,0.61,1509,6,3,.,0.9,11,-4
Cc1ccc(C2=N/C(=C\c3ccc(OS(=O)(=O)c4ccc(C)cc4)cc3)C(=O)O2)cc1,0,0.9,0.9,0.76,1661,9,9,-7,1.1,10,3
O=C(CN1C(=O)CC(c2ccco2)Sc2ccccc21)Nc1ccccc1F (stereo not given),10,1,0.8,.,1583,-1,7,-27,0.9,17,-2
CCN1CCN(C(=O)c2ccc(Cl)c(S(=O)(=O)N3CCCCCC3)c2)CC1,3,1.1,1,.,1582,0,6,4,1.1,-2,10
O=C(N/N=C/c1ccccn1)c1cccc([N+](=O)[O-])c1,1,0.9,1,-0.049,1570,7,5,-12,0.9,1,4
Cc1cccc(Nc2nnc(-c3ccc(N4CCOCC4)c([N+](=O)[O-])c3)c3ccccc23)c1,4,0.8,0.8,.,1424,3,4,13,0.9,24,7
Cc1ccn2cc(-c3ccc(NC(=O)c4ccco4)cc3)nc2c1,1,1,1,.,1777,-8,11,14,1,0,9
CN(C)C=Nc1ccc2nn(-c3ccccc3)nc2c1,13,0.7,0.7,-0.3,1711,23,7,4,0.4,32,11
COc1ccc(N(CC(=O)NCCC2=CCCCC2)S(C)(=O)=O)cc1OC,-4,1,0.9,-1.3,1511,12,3,.,1.1,7,-3
CC(C(=O)Nc1ccc(S(=O)(=O)N2CCOCC2)cc1)N1C(=O)C2CC=CCC2C1=O (stereo not given),0,1,1,0.26,1610,-2,1,-18,1,0,2
CC(C)(C)NCc1cc(Cl)ccc1OCc1cccs1,-1,1,1,.,1562,8,-3,-3,1,-4,7
O=C(CCNS(=O)(=O)c1cccc2nsnc12)NCc1ccccc1Cl,-1,1,0.9,0.1,1558,4,-5,-11,1,5,9
COc1cc(S(=O)(=O)N2CCCCCC2)c(OC)cc1Br,-4,1,0.8,.,1380,2,-7,.,0.9,16,5
Cc1cc(C)c(S(=O)(=O)N2CCCOC2CNC(=O)C(=O)NCc2ccco2)c(C)c1 (stereo not given),-4,1,0.9,-0.21,1423,2,-1,7,1,12,2
CC(=O)OCC(=O)C1=CCC2C3CCC4=CC(=O)C=CC4(C)C3(F)C(OC(C)=O)CC12C (stereo not given),1,.,.,0.02,1418,4,2,3,.,.,8
Cc1cccn2c(CN[C@H]3CCCCNC3=O)c(C(=O)N3CCOCC3)nc12,6,0.9,1.1,0.073,1507,4,7,-5,1,-6,16

# Next section:
SMILES,PPARg SRC3 recr,PMI act,Diaphorase act,ROMK mod,TR-FRET SRC-2 ct,G6PDH counter,PPARg SRC2 recr,S1P3 antag,PMI act hi M6P,Diaph inh CS,PPARg SRC-1 ag
COc1cccc(NC(=O)COC(=O)C2CCN(S(=O)(=O)c3cccs3)CC2)c1,1,1,0.9,-0.02,1544,6,1,2,1,10,5
c1ccc(CN2CN=C(Nc3nc4ccccc4s3)NC2)cc1,1,1,0.8,-0.27,1590,1,16,.,0.9,16,2
Cc1noc(C)c1CSc1nnc(C)c(=O)[nH]1,-4,1,0.9,.,1472,10,-5,0,0.9,7,-3
CCOC(=O)c1ccc(S(=O)(=O)NC2CCCCCCC2)n1C,-5,0.9,0.7,.,1354,-10,2,-12,0.9,25,-3
O=c1c2[nH]c3ccccc3c2nc2n1CCS2,-2,0.9,0.9,-0.22,1568,-4,7,7,0.9,11,-2
NC(=O)NCc1ccc(F)cc1,2,1,1,0.12,1618,3,-8,-17,1,-2,-2
COc1ccccc1C1=NNC(=Nc2cccc(S(=O)(=O)N(C)C)c2)SC1,4,1.1,1,.,1817,1,-2,-1,1.2,-3,3
Cc1cc(C)c2nc(NC(=O)c3ccc4c(=O)n5c(nc4c3)CCCCC5)sc2c1,-5,0.8,0.8,.,1615,-20,3,7,1,19,5
COc1cccc(C(=O)CSc2nc3ccccc3n2CC(=O)N(C(C)C)C(C)C)c1,2,1,1,0.77,1464,4,-3,.,1,0,-6
Cc1c(N=C2NC(=O)C(CC(=O)Nc3ccccc3)S2)c(=O)n(-c2ccccc2)n1C (stereo not given),-15,0.8,0.9,0.34,1521,5,-3,2,0.8,15,-6

# Screening results (PubChem)
